Shiga toxin inh – inhibitors of Shiga toxin in Vero cells. Vero cells, Shiga toxin protein synthesis inhibition reporter. inhibition, % at 38.7 µM. hit rate 9.2% among 290,000; in the data active means inhibition mostly above about 28%, no sharp cut-off; inactive means mostly below about 43%; further: 0% is about no effect
CHX counter – affects cycloheximide protein synthesis inhibition readout, counter-screen. hit rate 12% among 300,000. cell reporter, cycloheximide protein synthesis inhibition counterscreen. max response, %; in the data active means max response mostly above about 13%, no sharp cut-off; inactive means mostly below about 14%; further: read at 38.3 µM for the half of the compounds with a filed dose; 0% is about no effect
Giardia FBPA inh – inhibitors of Giardia lamblia fructose-1,6-bisphosphate aldolase; Potency, µM (top dose mostly 59.6 µM), without a hit: top-dose activity, negative = inhibition, most hits filed as inhibitors; purified Giardia FBPA; hit rate 0.71% among 290,000; A8B2U2; further: potency means the concentration at half of the fitted maximal effect; on the % scale 0 is the no-effect control and ±100 the full control effect; nearly all actives have a fitted effect of over 55% in size
Target sequence (A8B2U2 whole entry, looked up): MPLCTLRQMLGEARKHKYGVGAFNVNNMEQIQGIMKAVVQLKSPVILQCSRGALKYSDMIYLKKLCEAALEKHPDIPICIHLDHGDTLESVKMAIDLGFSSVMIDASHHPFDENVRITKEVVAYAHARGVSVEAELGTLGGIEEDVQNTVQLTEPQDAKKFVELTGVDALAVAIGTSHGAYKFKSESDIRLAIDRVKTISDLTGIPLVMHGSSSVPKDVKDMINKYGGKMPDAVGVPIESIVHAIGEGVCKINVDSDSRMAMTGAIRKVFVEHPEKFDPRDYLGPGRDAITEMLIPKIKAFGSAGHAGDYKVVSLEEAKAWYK
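40 nM FBPA preincubated 10 min at RT with compound (up to 57.5 uM final), then substrate plus GAPDH/TPI/NAD/arsenate coupling and diaphorase/resazurin added. Fluorescence read after 20 min at RT, 525/598 nm.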
HCMV antiviral – inhibitors of human cytomegalovirus. HFF cells, HCMV-luciferase reporter, 72 h; active compounds read low. activity change, negative = inhibition, % at 57.5 µM. hit rate 4.5% among 410,000. AID 1259415; in the data active means activity change below about -60%; inconclusive means no clear call, values can overlap the other calls; inactive means above about -39%; further: on the % scale 0 is the no-effect control and ±100 the full control effect
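HFF cells seeded 16 h at 37C, treated with compounds, infected with luciferase-reporter HCMV at MOI 1 PFU/cell; luciferase read at 72 h post infection, normalized to buffer-only and Salinomycin controls.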
AmpC inh no detg – blocks E. coli AmpC beta-lactamase in detergent-free assay. P00811. AmpC nitrocefin hydrolysis, absorbance 480 nm, 0.0001% Triton. Potency, µM (series often up to 57.1 µM), inactives show at the highest dose activity change, negative = inhibition, actives largely listed as inhibitors. hit rate 0.52% among 330,000. AID 485341;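 further: potency means the concentration at half of the fitted maximal effect; plate controls were no compound for no effect and no enzyme for full effect; nearly all actives have a fitted effect of over 20% in size; some results filed as inactive show a strong effect at the top dose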
Target sequence (P00811 whole entry, looked up): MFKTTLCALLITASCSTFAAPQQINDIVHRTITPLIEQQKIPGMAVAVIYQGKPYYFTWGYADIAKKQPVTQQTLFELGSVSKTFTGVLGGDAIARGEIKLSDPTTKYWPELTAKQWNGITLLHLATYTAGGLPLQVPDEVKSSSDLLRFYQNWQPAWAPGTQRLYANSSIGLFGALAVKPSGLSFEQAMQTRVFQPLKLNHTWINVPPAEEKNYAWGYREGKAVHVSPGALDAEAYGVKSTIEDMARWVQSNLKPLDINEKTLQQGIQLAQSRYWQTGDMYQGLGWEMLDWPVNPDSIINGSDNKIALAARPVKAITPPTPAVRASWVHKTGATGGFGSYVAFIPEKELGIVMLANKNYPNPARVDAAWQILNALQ
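20 mM phosphate pH 7.0 + 0.01% (detergent screen) or 0.0001% Triton X-100; 5.3 nM AmpC reagent; cpd preinc 15 min RT; nitrocefin (800 uM stock) to start; A480 q20 s × 4 min; Activity was normalised to no-enzyme and no-compound control wells.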
AMA1 RON2 block – disrupts binding of P. falciparum AMA1 to RON2 | AlphaScreen AMA1-biotinylated RON2 peptide binding | Potency, µM (doses to about 58.2 µM), for the others: at the top dose activity change, negative = inhibition, usual class: inhibitors | hit rate 0.2% among 360,000;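 further: potency means the concentration at half of the fitted maximal effect; 0% = vehicle wells and -100% = peptide control; nearly all actives have a fitted effect of over 45% in size; some results filed as inactive show a strong effect at the top dose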
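AMA1 (3D7) with his tag at 25 nM final met compounds first, then biotinylated RON2 peptide at 25 nM; detection used donor plus acceptor beads, 10 µg/mL apiece, read by AlphaScreen after 30 min at room temperature.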
AmpC inh detg – AmpC beta-lactamase inhibition with detergent present. Potency, µM (series often up to 114 µM), for inactives: top-dose activity change, negative = inhibition, usual class: inhibitors. AmpC hydrolysis of nitrocefin, absorbance 480 nm, 0.01% Triton. hit rate 0.041% among 370,000. P00811;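 further: potency means the concentration at half of the fitted maximal effect; 0% = no-compound wells and -100% = no-enzyme wells; nearly all actives have a fitted effect of over 25% in size; some results filed as inactive show a strong effect at the top dose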
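AmpC (5.3 nM in the dispensed reagent) in 20 mM phosphate pH 7.0 with 0.01% (detergent screen) or 0.0001% Triton X-100 was preincubated with compounds for 15 min at room temperature. Nitrocefin was then added from an 800 uM solution, and hydrolysis was followed at 480 nm.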
Numbers without * were called inactive; u = inconclusive; x = no result given; & = joins results of further samples; [ ] = another dose, or the depositor's remark. Unless noted, the call rests on the fitted dose curve; in most records, active means well fitted curve in the direction sought with a large enough effect; inconclusive means small, poorly fitted or top-dose-only effect, or another doubt; inactive means no such curve, though single readings can be large; an effect the other way counts as inactive or inconclusive. Rows are unselected, and some 16% of all compounds hit somewhere here.

SMILES	Shiga toxin inh	CHX counter	Giardia FBPA inh	HCMV antiviral	AmpC inh no detg	AMA1 RON2 block	AmpC inh detg
COc1ccc(C(=O)Nc2cc(Cl)cc(Cl)c2)c(OC)n1	17	4	5%	-7	-4%	4%	-12%
CC(=O)c1cc(C#N)c(N2CCN(c3ccccc3)CC2)nc1C	-14	-4	12%	19	-8%	-7%	-6%
CN(C)S(=O)(=O)Nc1ccc(Oc2ccccc2)cc1	-25	-1	1%	64	-10%	-2%	u
CC1Cc2ccccc2N1S(=O)(=O)c1ccc2c(c1)n(C)c(=O)c(=O)n2C (stereo not given)	-9	-3	-4%	-36	-4%	19%	-1%
Cc1cc(C)n(/N=C/c2ccc(C(C)C)cc2)c(=O)c1C#N	12	20	-16%	-8	12%	17%	u
Cc1ccc(NC(=O)CNCC2CCCCC2)cc1S(=O)(=O)N(C)C	13	-3	u	u	1%	-24%	1%
O=C(Cc1ccc(Cl)cc1)N1CCOCC1	-7	-3	6%	-15	-13%	-13%	-12%
COc1ccc(Cl)cc1NC(=O)CN(C)CC(=O)NC(C)c1ccccc1 (stereo not given)	-10	-6	-1%	29	149%[activator]	-1%	1%
CCOc1ccc(N2CC(C(=O)Nc3c(C)n(C)n(-c4ccccc4)c3=O)CC2=O)cc1 (stereo not given)	-11	6	5%	-38	-2%	0%	-13%
COCCCn1c(=O)cc(C)[nH]c1=S	-12	-1	-14%	3	-12%	-1%	-8%
CSc1nsc(SCC(=O)Nc2cc(C(=O)O)ccc2C)n1	-8	2	12%	-2	-11%	-6%	-8%
N#CCc1c(C#N)c(N)nc(N2CCCC(O)C2)c1C#N (stereo not given)	-12	2	u	-3	-14%	12%	3%
O=C(NCc1ccncc1)c1ccc(Br)o1	41	-2	0%	19	-5%	11%	u
CCOC(=O)C1CC(=O)c2cc(OC)c(OC)cc2C1 (stereo not given)	-7	-3	0%	-20	-15%	-7%	-6%
Cc1ccccc1NC(=O)c1ccccc1	8	15*	5%	1	-10%	0%	-2%
CCc1c(C)nc2ncnn2c1N1CCCC(C(=O)NCCc2ccccc2)C1 (stereo not given)	32	17	7%	-23	4%	8%	u
Cc1cc(C)cc(N(C(=O)c2csnn2)C(C(=O)NC(C)(C)C)c2cccs2)c1 (stereo not given)	-24	-1	6%	-19	28%	-7%	-8%
COc1ccc(OC)c(C2=NO[C@@](CC(=O)O)(C(=O)Nc3ccc4c(c3)OCCO4)C2)c1	77*	65*	-9%	-100*	-18%	15%	-9%
O=C(CNc1cccc(C(F)(F)F)c1)N/N=C/c1cccc(Br)c1	18	-5	-15%	-73*	-28%	-3%	-8%
O=C(CCNC(=O)C1CCN(S(=O)(=O)c2ccccc2)CC1)NCc1ccccn1	-4	-3	x	-25	0%	4%	-7%
CC1CC(=O)Nc2ccccc2N1S(=O)(=O)c1ccc(Cl)cc1 (stereo not given)	1	-2	0%	12	-7%	4%	-8%
Cc1ccc(NS(=O)(=O)c2ccc(OCC(=O)N3CCN(C)CC3)cc2)cc1	-6	1	6%	8	21%	5%	-5%
Cc1nn(CC(=O)OCC(=O)NC(C)c2ccccc2)c(C)c1[N+](=O)[O-] (stereo not given)	-5	1	2%	u	17%	13%	-6%
COc1cccc(C2=CC(c3cc(OC)ccc3OC)n3nnnc3N2)c1 (stereo not given)	-5	15	-16%	-34	-17%	-1%	2%
C=CCn1c(CCNC(=O)c2cccs2)nnc1SCC(=O)Nc1cccc(F)c1	-12	-2	-4%	-3	-5%	-1%	-4%
Nc1nnc(SCCCOc2ccc(F)cc2)s1	-23	-2	x	24	8%	2%	-1%
COc1cccc2sc(NN)nc12	-5	5	-29%	29	7%	-6%	6%
C/C(=N\OC(=O)c1ccc(F)cc1)c1nccs1	53	47*	11%	5	-4%	1%	-4%
Nc1cc(C(=O)c2ccccc2)ccc1N1CCOCC1	117*	27*	2%	59	-19%	2%	-2%
Cc1ccc(NCC(=O)c2ccc([N+](=O)[O-])cc2)cc1	85*	43*	-6%	x	-36%	-26%	-9%
COc1cc(NC(C(=O)Nc2cccc(C(C)=O)c2)c2ccccc2)cc(OC)c1OC (stereo not given)	13	9	-24%	125	63%[activator]	-20%	u
CCOc1ccc(S(=O)(=O)N(CC)CC(=O)N2CCCC2)cc1	-1	-3	7%	-18	-4%	0%	u
CN(C)C(=O)CSc1nnc(CCNC(=O)OC(C)(C)C)o1	14	-2	-5%	-24	-15%	-11%	7%
CCOC(=O)NC(=O)CN1C(=O)NC2(CCc3ccccc32)C1=O (stereo not given)	16	0	0%	15	-15%	-13%	u
O=C(CNS(=O)(=O)/C=C/c1ccccc1)OC1CCOC1=O (stereo not given)	-13	2	6%	-40	-13%	7%	1%
CN1CCN(c2oc(-c3ccccc3)nc2S(=O)(=O)c2ccc(Br)cc2)CC1	15	-2	x	x	151%[activator]	-27%	-1%
COc1cc(/C=N/NC(=O)CCn2nnc3ccccc32)ccc1O	10	0	2%	15	-13%	-3%	-11%
CCN(CC)c1ccc(N=Cc2c(O)n(-c3ccccc3)c(=O)[nH]c2=O)cc1	-5	6	-25%	-30	-16%	9%	4%
COc1ccccc1-c1nnc(SCCN2CCOCC2)n1-c1ccc(C)cc1	-12	-1	u	-11	85%[activator]	u	-12%
O=C(C1=C[C@@H](c2ccc(Br)cc2)C[C@@H](OCCCCO)O1)N1CCN(Cc2ccccc2)CC1	-15	-1	-19%	-94*	191%[activator]	-10%	-6%
CC(OC(=O)c1cn(C)c2ccccc12)C(=O)N(C)c1ccccc1 (stereo not given)	x	x	x	u	119%[activator]	-3%	-13%
Cn1c(SCC(=O)Nc2ccc(Cl)cc2)nc(O)cc1=O	8	-1	6%	-31	-51%	2%	7%
CCN(CC)S(=O)(=O)c1ccc(N2CCOCC2)c(NC(=O)c2[nH]c(C)c(C(C)=O)c2C)c1	x	x	x	55	50%	7%	x
CSc1nc2sc3c(c2c2nnnn12)CCCC3	-22	-2	4%	u	-14%	6%	-4%
O=C(NC(=S)Nn1cnc2c(cnn2-c2ccccc2)c1=O)c1ccccc1	13	1	-9%	7	-35%	84%[activator]	-13%
CC1=NN(C2=NS(=O)(=O)c3ccccc32)C(C)(O)C1 (stereo not given)	-1	-5	-25%	8	-18%	67%[activator]	u
CCOC(=O)c1sc(=NC(=O)c2ccccc2)n(C)c1C	90*	36*	5%	53	-11%	6%	5%
Cn1c(=O)c2c(nc(Sc3ccccc3N)n2C)n(C)c1=O	14	11	6%	39	-2%	5%	5%
C=CCn1c(C(C)(C)C)nc2ccccc21	-5	-2	3%	-16	-5%	-4%	-7%
CCN(C(=O)c1ccc(S(=O)(=O)N(C)C)cc1)C(C)C(=O)Nc1ccc(C)cc1 (stereo not given)	18	-4	-4%	-21	41%	24%	4%
O=C(NC1CCSc2ccccc21)c1ccc(C(F)(F)F)cc1 (stereo not given)	14	-3	-2%	21	-16%	3%	1%
Cc1ccc(S(=O)(=O)CCC(=O)OCc2nnc(-c3ccccc3Br)o2)cc1	x	x	x	u	-22%	45%[activator]	1%
Cc1cccc(NC(=O)C2CCN(S(=O)(=O)c3cccc4nsnc34)CC2)c1	7	-6	8%	-6&-24	-46%	43%[activator]	u
O=C(O)C(F)(F)S(=O)(=O)O	7	1	14%	45	-3%	-19%	-10%
Cc1noc(C)c1COC(=O)c1cccnc1SCC(=O)Nc1ccc2c(c1)OCO2	27	-2	-4%	83	-49%	-10%	u
COc1ccc(NC(=O)c2oc3cc(C)c(C)cc3c2C)c(OC)c1	-18	-2	-2%	-8	-20%	-1%	u
CC(C)CCn1nnnc1C(c1ccc(F)cc1)N1CCN(C(=O)c2ccco2)CC1 (stereo not given)	-7	3	-15%	-11	101%[activator]	0%	-11%
CC(CCc1ccccc1)NC(=O)CSc1ccccc1 (stereo not given)	15	12	4%	-30	-16%	3%[2.32 µM]	-1%
Cc1csc(SCC(=O)NC(C)c2ccc(F)cc2)n1 (stereo not given)	-2	-4	0%	-16	-11%	5%	-2%
Nn1cc(-c2ccccc2)nc1SCC(=O)NCCc1ccccc1	20	5	-1%	-31	33%	-20%	-1%
(more compounds)
SMILES	Shiga toxin inh	CHX counter	Giardia FBPA inh	HCMV antiviral	AmpC inh no detg	AMA1 RON2 block	AmpC inh detg
CCN1CCN(c2cc(C)c3cc(NC(=O)Cc4ccccc4OC)ccc3n2)CC1	-14	8	2%	8	-13%	6%	-12%
CC1CC(C)CN(C(=O)c2ccc(NC(=O)c3ccc(=O)[nH]c3)cc2)C1 (stereo not given)	-13	-2	3%	-19	-4%	0%	u
Fc1ccc2c(c1)C1C=CCC1C(c1cc3c(cc1Br)OCO3)N2 (stereo not given)	-2	0	-7%	28	-12%	-19%	u
CCOC(=O)N1CCN(C(=O)C2CCN(S(=O)(=O)c3ccc(OC)cc3)CC2)CC1	-4	-2	0%	-5	28%	-4%	3%
Cc1oc2cc([N+](=O)[O-])c(O)c([N+](=O)[O-])c2c1C(=O)c1ccc(Cl)cc1	11	8	-20%	-24	-45%	-19%	-6%
COC(CN(C)C(=O)C1CCC(CNS(=O)(=O)c2ccccc2)CC1)OC (stereo not given)	-4	-1	11%	-4	10%	0%	0%
CCN(CC1CCCN(CCc2cccc(OC)c2)C1)C(=O)c1ccoc1C (stereo not given)	-9	8	x	14	10%	-2%	2%
Cc1c(O)ccc2c(-c3ccccc3)cc(=O)oc12	23	-4	7%	-71*	-39%	-1%	4%
COc1ccc(-n2c(=O)c3ccccc3n(CC(=O)NC3CCCC3)c2=O)cc1	10	-1	0%	29	-13%	-1%	-3%
Cc1cc(=O)[nH]c(SCC(=O)Nc2ccc(F)c([N+](=O)[O-])c2)n1	-12	-3	5%	-28	-23%	15%	-1%
COC(=O)[C@@]12CCCN1[C@H](c1ccc(-c3cccc(Cl)c3)c(OC)c1)[C@H]1C(=O)N(C)C(=O)[C@H]12	x	x	x	23	304%[activator]	-24%	5%
COc1ccc(Nc2cc(Nc3ccc(OC)cc3)ncn2)cc1	-4	7	7%	-37	0%	13%	-9%

A run of entries from the list above, as a working copy:
SMILES	Shiga toxin inh	CHX counter	Giardia FBPA inh	HCMV antiviral	AmpC inh no detg	AMA1 RON2 block	AmpC inh detg
COc1ccc(C(=O)Nc2cc(Cl)cc(Cl)c2)c(OC)n1	17	4	5%	-7	-4%	4%	-12%
CC(=O)c1cc(C#N)c(N2CCN(c3ccccc3)CC2)nc1C	-14	-4	12%	19	-8%	-7%	-6%
CN(C)S(=O)(=O)Nc1ccc(Oc2ccccc2)cc1	-25	-1	1%	64	-10%	-2%	u
CC1Cc2ccccc2N1S(=O)(=O)c1ccc2c(c1)n(C)c(=O)c(=O)n2C (stereo not given)	-9	-3	-4%	-36	-4%	19%	-1%
